PKM2 act: increases activity of human pyruvate kinase M2. P14618. purified PKM2, Kinase-Glo ATP luminescence, activation; response scale: 0% is enzyme alone, no compound. Potency, µM (top dose mostly 57.5 µM), for the others: at the highest dose activation, usual class: activators. 260,000 tested, 0.34% active. AID 1631; also: potency is read from the fitted curve at half-maximal effect; % is scaled to controls: 0 for no effect and ±100 for the full control effect; nearly all actives have a fitted effect of over 55% in size
Target sequence (P14618 whole entry, looked up): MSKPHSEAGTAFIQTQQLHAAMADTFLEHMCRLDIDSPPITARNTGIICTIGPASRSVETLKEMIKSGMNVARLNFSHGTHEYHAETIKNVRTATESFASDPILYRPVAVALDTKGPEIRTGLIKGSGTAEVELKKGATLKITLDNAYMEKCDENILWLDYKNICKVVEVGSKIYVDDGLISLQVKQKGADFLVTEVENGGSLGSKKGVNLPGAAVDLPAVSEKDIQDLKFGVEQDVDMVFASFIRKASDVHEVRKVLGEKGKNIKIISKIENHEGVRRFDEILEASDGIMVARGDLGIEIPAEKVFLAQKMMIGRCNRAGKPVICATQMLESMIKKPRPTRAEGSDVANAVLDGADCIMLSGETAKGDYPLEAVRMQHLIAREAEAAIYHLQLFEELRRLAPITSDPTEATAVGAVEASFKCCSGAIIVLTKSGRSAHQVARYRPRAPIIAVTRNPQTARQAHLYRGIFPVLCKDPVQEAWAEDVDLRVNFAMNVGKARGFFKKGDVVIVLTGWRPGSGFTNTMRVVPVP
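Kinase-Glo luminescence reports ATP generated from ADP (0.1 mM) and PEP (0.5 mM) by purified hPK-M2 after 1 h at room temperature, pH 7.2 imidazole buffer; intermediate enzyme activity allows detecting inhibitors and activators.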
FLuc counter: firefly luciferase modulation, counter-screen for miR-21 project | purified FLuc, Km substrates, luminescence inhibition | AID 588342 | 360,000 tested, 6.9% active | Potency, µM (highest dose often 57.5 µM), inactives show at the highest dose activity change, negative = inhibition, usual class: inhibitors;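 also: potency is read from the fitted curve at half-maximal effect; plate controls were vehicle for no effect and reference inhibitor for full effect; nearly all actives have a fitted effect of over 55% in size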
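Purified P. pyralis luciferase, 10 nM final, with Km-level 10 uM D-luciferin and 10 uM ATP in 50 mM Tris acetate pH 7.5, 10 mM Mg acetate, 0.01% Tween-20, 0.05% BSA; 6-point qHTS titration about 60 µM downward; luminescence read.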
Rab9 prom act: Rab9 promoter activation; Huh7 Rab9 promoter-luciferase reporter, luminescence, 24 h; Potency, µM (doses to about 9.22 µM), inactives show at the top dose activation, negative = inhibition, usual class: activators; 320,000 tested, 2.8% active; AID 485297; also: potency is read from the fitted curve at half-maximal effect; % of control where 0% means no effect; nearly all actives have a fitted effect of over 60% in size
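Using Huh7 cells stably transfected with Rab9 promoter–luciferase, compounds were incubated 24 h at 37 °C, 5% CO2; luciferase luminescence was read 10 min after reagent addition.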
MBNL1 CUG block: MBNL1-poly(CUG) RNA binding inhibition. 280,000 tested, 0.036% active. TR-FRET MBNL1-His/biotin-(CUG)12 binding, 665/545 ratio. Q9NR56. Potency, µM (top dose mostly 57.5 µM), for inactives: top-dose activity change, negative = inhibition, most hits filed as inhibitors; active = well fitted inhibition curve with a large enough effect in the signal ratio, with a control signal flat, not every such curve was filed as active; inconclusive = small, poorly fitted or top-dose-only effect, or effect the other way, or a change in a side signal; inactive = no such curve, though single readings can be large or run the other way; the % refers to the signal ratio; also: potency is read from the fitted curve at half-maximal effect; % is scaled to controls: 0 for no effect and ±100 for the full control effect
Target sequence (Q9NR56 whole entry, looked up): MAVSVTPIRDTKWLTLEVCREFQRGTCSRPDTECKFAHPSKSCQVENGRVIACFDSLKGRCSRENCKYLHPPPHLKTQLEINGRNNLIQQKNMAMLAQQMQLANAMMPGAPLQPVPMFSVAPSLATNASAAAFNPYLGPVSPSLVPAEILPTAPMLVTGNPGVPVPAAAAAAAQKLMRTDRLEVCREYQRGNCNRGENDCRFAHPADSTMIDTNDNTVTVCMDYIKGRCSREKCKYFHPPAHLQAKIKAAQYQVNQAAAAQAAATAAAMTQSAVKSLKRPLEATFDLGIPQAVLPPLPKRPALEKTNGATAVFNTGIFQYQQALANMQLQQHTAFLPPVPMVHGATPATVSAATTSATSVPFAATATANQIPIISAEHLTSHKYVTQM
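TR-FRET between His-tagged MBNL1 and biotin-(CUG)12 RNA, detected with Tb anti-His antibody (0.055 ng/ul) and streptavidin-XL665 (5 nM), 60 min at room temperature. Compounds titrated 92 nM to 58 uM; 665/545 nm ratio normalized to buffer and complex controls.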
Menin MLL FP TR: inhibitors of human menin-MLL interaction, mutant MLL peptide | O00255 | Menin + Texas Red MLL mutant peptide, fluorescence polarization | Potency, µM (series often up to 61.6 µM), for the others: at the top dose FP activity change, negative = inhibition, hits mostly inhibitors | 270,000 tested, 0.23% active | AID 1768; active = well fitted inhibition curve with a large enough effect in the polarisation, with a control signal flat, not every such curve was filed as active; inconclusive = small, poorly fitted or top-dose-only effect, or effect the other way, or a change in a side signal; inactive = no such curve, though single readings can be large or run the other way; the % refers to the polarisation; also: potency is read from the fitted curve at half-maximal effect; % of control where 0% means no effect; many of its hits are not listed in these tables
KCNH2 3.1 block: blocks the human KCNH2 3.1 channel isoform. U2OS KCNH2 3.1, thallium flux FluxOr; active compounds read low. activity change, % (tested at about 1.8 µM). 340,000 tested, 0.95% active. AID 720553;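 active = maximum activity change below -70%; inconclusive = maximum activity change from -70% to -50%; inactive = maximum activity change above -50%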;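 also: thallium influx rate constant from kinetic fluorescence after stimulation buffer; % is scaled to controls: 0 for no effect and ±100 for the full control effect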
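FluxOr-based Tl+ influx in U2OS cells transduced with KCNH2 3.1 virus; rate constants normalized to DMSO controls.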
ELG1 DNA repair: inhibitors of ELG1-dependent DNA repair in HEK293T cells; HEK293T ELG1-luciferase reporter, luminescence, 16 h; DNA damage induced by 5-fluorouridine; Potency, µM (doses to about 46.1 µM), inactives show at the top dose activity change, negative = inhibition, usual class: inhibitors; 330,000 tested, 2.3% active; also: potency is read from the fitted curve at half-maximal effect; % is scaled to controls: 0 for no effect and ±100 for the full control effect; nearly all actives have a fitted effect of over 55% in size
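Step one: seed 2,000 cells per well. Step two: pin-transfer compound or DMSO alongside 5-fluorouridine. Step three: incubate 16 hr, 37 °C, 5% CO2. Step four: add ONE-Glo, wait 30 min, read luminescence.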
Gal4-VP16 FLuc: inhibits Gal4-VP16 luciferase reporter, ROR gamma counter-screen; Drosophila S2 Gal4-VP16 UAS-luciferase, luminescence, 20 h; AID 2546; Potency, µM (top dose mostly 53.6 µM), for inactives: at the top dose activity, negative = inhibition, actives largely listed as inhibitors; 310,000 tested, 3.5% active;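 also: Gal4-VP16 expression switched on by copper sulfate through the metallothionein promoter; potency is read from the fitted curve at half-maximal effect; % is scaled to controls: 0 for no effect and ±100 for the full control effect; nearly all actives have a fitted effect of over 50% in size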
NPC1 prom act: NPC1 promoter activation | Huh7 NPC1 promoter luciferase reporter, 24 h | Potency, µM (doses to about 9.22 µM), without a hit: at the top dose activation, usual class: activators | AID 485313 | 320,000 tested, 2.4% active;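 also: potency is read from the fitted curve at half-maximal effect; % of control where 0% means no effect; nearly all actives have a fitted effect of over 60% in size; reporter is driven by a mutant NPC1 promoter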
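Quantitative HTS used a cell-based reporter: Huh7 cells stably bearing the NPC1 promoter upstream of luciferase were treated with compounds for 24 h, and promoter activation was read as luminescence.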
Mito fusion act: blocks mitochondrial division or promotes mitochondrial fusion. 320,000 tested, 0.23% active. AID 485298. S. cerevisiae fusion-defective mutant growth rescue, CellTiterGlo 48 h. Potency, µM (top dose mostly 46.1 µM), for the others: at the top dose growth rescue (activation), most hits filed as activators;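 also: potency is read from the fitted curve at half-maximal effect; % of control where 0% means no effect; nearly all actives have a fitted effect of over 45% in size; temperature-sensitive fusion mutants such as fzo1-1 at 37 °C on non-fermentable ethanol glycerol medium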
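Luminescent cell viability in 1536-well qHTS format served as the measure of rescued growth in ts fusion-mutant S. cerevisiae cultured on non-fermentable YPEG for 48 hours at 37C.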
RORg inh: blocks mouse ROR gamma transcriptional activity; P51450; Drosophila S2 Gal4-RORgamma UAS-luciferase reporter, 20 h; Potency, µM (doses to about 53.6 µM), for inactives: at the highest dose activity change, negative = inhibition, actives largely listed as inhibitors; 310,000 tested, 5.4% active; also: potency is read from the fitted curve at half-maximal effect; % is scaled to controls: 0 for no effect and ±100 for the full control effect; nearly all actives have a fitted effect of over 60% in size
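Luminescence from a UAS-regulated Photinus luciferase reporter in stably transfected Drosophila Schneider cells is measured; decreased signal marks ROR gamma inhibition. Fusion expression is induced by 700 uM copper sulfate for 20 hr.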
* marks the source's active call; other numbers are inactive results; u = inconclusive; x = no result given; & = joins results of further samples; [ ] = another dose, or the depositor's remark. Unless noted, calls follow the shape of the dose curve; as a rule, active = well fitted curve in the direction sought with a large enough effect; inconclusive = small, poorly fitted or top-dose-only effect, or another doubt; inactive = no such curve, though single readings can be large; an effect the other way counts as inactive or inconclusive. An excerpt; count on the stated rates, not on these rows.

no.	Structure	PKM2 act	FLuc counter	Rab9 prom act	MBNL1 CUG block	Menin MLL FP TR	KCNH2 3.1 block	ELG1 DNA repair	Gal4-VP16 FLuc	NPC1 prom act	Mito fusion act	RORg inh
1	CCn1cc(C(=O)NCc2ccc3c(c2)OCO3)c(=O)c2ccc(C)nc21	-1.9%	9.6%	-5.7%	1.0%	23.0%	x	7.1%	3.0%	-0.7%	-1.3%	9.1%
2	Cc1cc(NC(=O)CCC(=O)N(c2ccccc2)C(C(=O)NC2CCCC2)c2ccccc2)no1 (stereo not given)	3.1%	5.9%	-3.9%	0.1%	-14.6%	18.8	-25.8%	1.4%	-7.5%	0.6%	5.9%
3	CCC1=C(OC(=O)N(CC)CC)N2C(=O)OC(=NCC(=O)OC)[C@]2(C)[C@H]2C1=CC[C@H]1C(=O)NC(=O)[C@H]12	-0.1%&1.9%	1.5%	-8.2%	9.0%	0.7%	-6.0	27.6%	0.8%&6.7%	-0.9%	u	32.3%&6.9%
4	O=C(CN1CCOCC1)NCCC12CC3CC(CC(C3)C1)C2	3.3%	3.7%	-4.4%	-3.0%	-11.8%	-27.6	4.1%	-0.1%	-1.2%	6.2%	1.8%
5	COc1ccc(N2CCN(C(=O)CN(Cc3ccccc3)S(C)(=O)=O)CC2)cc1	-3.2%	4.4%	4.4%	8.2%	-4.0%	-3.4	-15.5%	-0.5%	-0.1%	-0.8%	20.9%
6	O=[N+]([O-])c1ccccc1CNC1CCCc2ccccc21 (stereo not given)	1.2%	2.5%	2.8%	u	-10.3%	-11.1	7.7%	2.6%	-6.4%	-3.8%	1.3%
7	Cc1ccc(Oc2ncccc2NC(=O)CCCC(=O)O)c2c1CCC2	-4.8%	-0.6%	-0.2%	2.1%	x	-3.1	-2.5%	1.4%	0.2%	1.4%	-0.3%
8	CCc1ccc(C2NC(C(=O)O)CS2)cc1 (stereo not given)	-22.2%	5.5%	9.6%	-4.4%	1.8%	x	u	-15.5%	0.5%	-2.7%	u
9	COc1cccc(NC(=O)CCCn2c(=S)[nH]c3ccccc3c2=O)c1	2.6%	-15.7%	-2.2%	-2.7%	-0.3%	x	u	u	-2.9%	-0.1%	u
10	CCCOC(=O)C(C)n1cnc2sc(C)c(C)c2c1=O (stereo not given)	5.0%	2.0%	1.3%	2.4%	-9.7%	7.8	6.9%	8.7%	-2.1%	4.1%	u
11	O=c1[nH]c(=O)c2ncc(-c3ccc(Cl)cc3)nc2[nH]1	2.0%	-3.1%	0.9%	u	u	x	-2.5%	-3.5%	-0.9%	2.5%	-5.2%
12	COc1cccc(COc2ccccc2C2Nc3ccc(Br)cc3C(=O)N2NC(=O)c2ccncc2)c1 (stereo not given)	4.9%	u	0.9%	-12.7%	-13.5%	-6.4	7.3%	-10.7%	-0.5%	1.8%	u
13	S=c1nc2ccccc2c2nc(-c3ccccc3Cl)[nH]n12	x	u	27.3%	158.7%[activator]	u	3.7	u	1.58µM*	16.2%	-4.5%	0.355µM*
14	O=C(NC1CC2CCC(C1)N2C(=O)NCc1ccccc1)NC12CC3CC(CC(C3)C1)C2 (stereo not given)	-3.4%	-1.8%	0.2%	4.0%	-1.3%	10.5	-1.0%	-0.8%	1.7%	0.0%	-15.4%
15	Cc1c(O)c(C)c2c(c1O)C(=O)C[C@@H](c1ccccc1)O2	x	-0.7%	-3.2%	x	x	x	20.9%	x	1.5%	13.3%	x
16	CC(=O)NC1=NN(C(C)=O)C(c2ccc(F)cc2)S1 (stereo not given)	4.0%	0.1%	-1.4%	0.9%	23.4%	1.6	u	26.7%	-2.8%	3.3%	12.8%
17	c1ccc2c(c1)CCCN2c1nc2ccccc2n2cnnc12	16.6%	15.1µM*	6.8%	57.9%[activator]	0.7%[11.7 µM]	9.2	u	6.4%	0.8%	7.6%	-2.5%
18	COc1cccc(CN(C(=O)c2ccccc2Cl)C2CCS(=O)(=O)C2)c1 (stereo not given)	x	-0.2%	-1.1%	6.6%	-1.2%	-4.8	-1.3%	-3.4%	-3.2%	-0.6%	-7.6%
19	Cc1cccc(Nc2nc(-c3sc(C)nc3C)cs2)c1	-1.6%[11.5 µM]	19µM*	u	12.6%	u	-11.4	u	u	u	-4.4%	u
20	O=C(NC1CCCCC1)C(c1ccco1)N(C(=O)c1csnn1)C1CCCC1 (stereo not given)	-1.7%	4.6%	-2.2%	-6.4%	-6.6%	-17.2	-1.4%	-4.4%	0.2%	1.9%	7.2%
21	C=CCOc1cccc(C2/C(=C(\O)c3ccc4c(c3)OCCO4)C(=O)C(=O)N2Cc2cccnc2)c1 (stereo not given)	x	-1.0%	0.9%	30.5%[activator]	5.3%	5.1	14.2%	-4.3%	-2.6%	0.6%	-14.6%
22	Cc1ccc(S(=O)(=O)N(C)C)cc1NC(=O)CSc1nnnn1-c1ccc(O)cc1	u	1.0%	-23.2%	x	x	1.7	u	1.1%	2.0%	-12.8%	32.5%
23	CCOC(=O)c1ccc(NC(=O)NCCc2cnc[nH]2)cc1	6.3%	u	23.6%	-15.3%	6.9%	-5.5	0.0%	3.9%	18.9%	0.1%	-1.6%
24	COc1ccc(-n2c(SCC(N)=O)nnc2-c2ccco2)cc1	-6.4%[11.5 µM]	-1.0%	2.9%	-9.5%	-11.4%	13.3	9.7%	-0.2%	0.3%	2.3%	2.4%
25	CC(=O)c1cnc2c(C(=O)O)cnn2c1C	-14.6%	-5.1%	-0.6%	-3.5%	9.4%	0.5	-1.9%	-14.5%	7.8%	3.9%	13.1%
26	COc1cc(C=C2C(=O)OC(c3ccccc3)OC2=O)cc(Br)c1O (stereo not given)	1.7%	u	-0.8%	-8.1%	-7.0%	2.5	6.5%	-5.4%	-0.8%	-5.5%	-0.2%
27	Cc1cccc(C=Nc2ccc3c(c2)oc2ccccc23)c1O	-5.2%	u	3.98µM*	-18.2%	7.8%	-12.2	u	-14.6%	26.3%	-13.1%	-4.8%
28	COc1cccc(-c2c(C(=O)N/N=C/c3ccc(C)s3)nnn2-c2nonc2N)c1	4.9%	u	-5.9%	10.3%	u	1.4	0.6%	5.62µM*	u	-13.9%	2.51µM*
29	C=CCn1c(SCC(=O)N(CC)C2CCS(=O)(=O)C2)nc2cc(C(=O)O)ccc2c1=O (stereo not given)	x	7.0%	-3.7%	x	x	-2.3	10.7%	x	-0.3%	5.0%	x
30	CN(C)CCC(=O)N1c2ccccc2Sc2ccc(Cl)cc21	-4.4%	-13.1%	1.5%	-7.9%	-24.2%	-0.3	u	-8.0%	1.7%	-1.8%	-6.4%
31	CC(C)COC(=O)C(C#N)c1nc2ccccc2nc1N1CCN(Cc2ccccc2)CC1 (stereo not given)	3.2%	-2.9%	-5.4%	11.6%	-6.0%	-48.8	-14.1%	0.4%	-6.7%	2.0%	34.2%
32	CCN(CC)C(=O)Nc1ccc(C(=O)OC)cc1	-0.3%	u	17.9%	-1.1%	4.1%	-1.2	u	12.0%	2.2%	-0.6%	u
33	O=S(=O)(Nc1ccc(Cl)cn1)c1cccc(S(=O)(=O)c2ccccc2)c1	u	-11.2%	-4.2%	-0.9%	1.5%	-5.5	6.0%	-1.5%	-3.5%	3.7%	11.7%
34	CCOc1ccccc1NC(=S)N(CCC(C)C)C1CCN(C(C)=O)CC1	-2.5%	-0.1%	-0.6%	-1.0%	-2.5%	13.4	0.4%	-20.2%	-0.2%	-6.6%	1.2%
35	CCCC1(C(=O)OC)NC(c2ccc(OC)c(OC)c2)C2C(=O)N(c3ccc4c(c3)OCO4)C(=O)C21 (stereo not given)	-10.5%	2.6%	-2.1%	-2.5%	2.2%	-8.3	u	-12.8%	-1.3%	-1.8%	-7.0%

High-throughput results: PubChem BioAssay, National Center for Advancing Translational Sciences (NCATS)
